# ATXN2 expr inh = reduces ATXN2 reporter expression in HEK-293 cells; HEK-293 ATXN2-luciferase reporter, luminescence, 24 h; Potency, µM (top dose mostly 57 µM), for the others: at the highest dose activity change, negative = inhibition, usual class: inhibitors; hit rate 0.72% among 360,000; AID 1745845; note: potency is the fitted concentration of half-maximal effect; % is set by controls: 0 for no effect and ±100 for the full control effect; nearly all actives have a fitted effect of over 55% in size
#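 qHTS (up to 57 uM final) was run with 24 h compound exposure of reporter cells at 37 °C. Each well was multiplexed: SteadyGlo luminescence measured ATXN2-luciferase expression after a fluorogenic Gly-Phe-AFC viability readout (25 uM final).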
# SW480 rereplic = inducers of DNA re-replication in SW480 colon cancer cells; SW480 DNA re-replication, Hoechst DNA content imaging, 48 h; Potency, µM (doses to about 46.1 µM), inactives show at the top dose re-replication activation, usual class: activators; hit rate 1.8% among 340,000; AID 624297; note: potency is the fitted concentration of half-maximal effect; % of control where 0% means no effect; nearly all actives have a fitted effect of over 55% in size
#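 First, 250 cells per well were seeded. Next, compound or vehicle (23 nL) was pinned in, plates sat 48 hr at 37 C. Finally Hoechst was added for 40 min before fluorescence scanning.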
# WRN inhibitor = WRN helicase (human) inhibition; Q14191; WRN helicase unwinding, fluorescent forked duplex, kinetic; hit rate 0.46% among 360,000; Potency, µM (series often up to 114 µM), without a hit: at the highest dose activity change, negative = inhibition, actives largely listed as inhibitors; note: potency is the fitted concentration of half-maximal effect; % is set by controls: 0 for no effect and ±100 for the full control effect; nearly all actives have a fitted effect of over 55% in size
# Target sequence (Q14191 whole entry, looked up): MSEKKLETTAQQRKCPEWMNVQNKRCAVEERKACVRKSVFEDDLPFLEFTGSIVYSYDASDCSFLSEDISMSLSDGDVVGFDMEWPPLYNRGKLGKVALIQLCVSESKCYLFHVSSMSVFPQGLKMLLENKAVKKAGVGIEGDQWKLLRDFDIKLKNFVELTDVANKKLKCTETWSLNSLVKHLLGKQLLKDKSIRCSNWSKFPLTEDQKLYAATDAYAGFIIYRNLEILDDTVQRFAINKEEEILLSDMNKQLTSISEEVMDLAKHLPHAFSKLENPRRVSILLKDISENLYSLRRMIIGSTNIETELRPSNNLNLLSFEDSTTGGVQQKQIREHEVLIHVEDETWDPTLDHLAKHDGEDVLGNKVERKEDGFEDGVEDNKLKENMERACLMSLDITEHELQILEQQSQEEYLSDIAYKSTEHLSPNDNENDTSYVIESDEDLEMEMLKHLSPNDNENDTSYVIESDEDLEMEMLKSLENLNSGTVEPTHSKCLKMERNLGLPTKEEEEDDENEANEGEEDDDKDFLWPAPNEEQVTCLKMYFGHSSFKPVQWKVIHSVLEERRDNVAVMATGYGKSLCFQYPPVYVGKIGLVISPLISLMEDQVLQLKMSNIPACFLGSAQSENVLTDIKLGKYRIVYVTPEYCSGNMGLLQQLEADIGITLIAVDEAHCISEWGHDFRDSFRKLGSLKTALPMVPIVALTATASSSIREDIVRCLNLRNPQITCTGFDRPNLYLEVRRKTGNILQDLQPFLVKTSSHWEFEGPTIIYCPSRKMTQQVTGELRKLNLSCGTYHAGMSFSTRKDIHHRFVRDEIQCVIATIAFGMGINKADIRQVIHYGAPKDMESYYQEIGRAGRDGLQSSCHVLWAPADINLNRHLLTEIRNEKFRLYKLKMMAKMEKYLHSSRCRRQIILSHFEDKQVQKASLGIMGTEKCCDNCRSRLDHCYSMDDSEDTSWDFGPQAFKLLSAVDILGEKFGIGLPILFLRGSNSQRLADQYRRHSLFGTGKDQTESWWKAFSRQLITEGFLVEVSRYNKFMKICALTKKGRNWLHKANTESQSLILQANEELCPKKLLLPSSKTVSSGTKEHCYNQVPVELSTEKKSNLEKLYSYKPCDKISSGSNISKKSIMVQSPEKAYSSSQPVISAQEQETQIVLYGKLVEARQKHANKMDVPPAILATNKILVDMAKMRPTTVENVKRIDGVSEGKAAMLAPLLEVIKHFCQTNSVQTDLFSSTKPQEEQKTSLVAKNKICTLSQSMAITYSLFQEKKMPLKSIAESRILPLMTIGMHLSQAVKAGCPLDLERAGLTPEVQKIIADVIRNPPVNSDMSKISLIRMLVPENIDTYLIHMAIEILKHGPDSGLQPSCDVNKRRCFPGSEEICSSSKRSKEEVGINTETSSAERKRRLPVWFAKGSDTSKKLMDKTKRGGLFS
#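 Primary qHTS, 1536-well format. 20 nM WRN + compound, 15 min RT; start with 100 nM forked fluorophore/quencher duplex, 2 mM ATP (final); kinetic read ex 525/em 598 nm.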
# KB-V1 cytotox = KB-V1 MDR subline cytotoxicity. KB-V1 MDR cells viability, CellTiter-Glo, 72 h. Potency, µM (top dose mostly 46.1 µM), for inactives: at the top dose activity change, negative = cytotoxicity, actives largely listed as cytotoxic. hit rate 3.4% among 400,000; note: potency is the fitted concentration of half-maximal effect; % is set by controls: 0 for no effect and ±100 for the full control effect; nearly all actives have a fitted effect of over 60% in size
#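 Cytotoxicity via CellTiter-Glo luminescence after 72 h compound exposure at 37 degrees C. Cells: drug-selected KB-V1 line, DMEM phenol-red free plus 10% FBS. Compounds tested at multiple concentrations; normalized data fitted to concentration-effect curves.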
# HT1080-NT tox = kills 2HG-producing HT-1080-NT fibrosarcoma cells; HT-1080-NT fibrosarcoma viability, CellTiter-Glo ATP luminescence, 48 h; Potency, µM (highest dose often 46.1 µM), without a hit: top-dose activity, negative = less viability, most hits filed as cytotoxic; hit rate 1.6% among 360,000;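 note: NT is the 2HG producing partner of a matched IDH1 knockdown line; potency is the fitted concentration of half-maximal effect; 0% = DMSO-treated cells and -100% = media-only wells without cells; nearly all actives have a fitted effect of over 55% in size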
#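 Viability of the 2HG-overproducing fibrosarcoma line after 48 hours of compound exposure at 37 degrees C was determined by luminescence with CellTiter-Glo, and concentration-effect curves were then fitted and categorized.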
# HT1080 IDH1KD tx = toxicity to HT-1080 IDH1 knockdown cells (counter line). HT-1080 IDH1 knockdown viability, ATP luminescence, 48 h. Potency, µM (series often up to 46.1 µM), for inactives: top-dose activity, negative = toxicity, hits mostly cytotoxic. hit rate 2% among 360,000;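 note: potency is the fitted concentration of half-maximal effect; 0% = DMSO wells and -100% = cell-free medium wells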
#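 Using the IDH1-knockdown HT-1080 line run in the same batch and compound series as the NT line, viability after 48 h at 37 °C was determined by CellTiter-Glo luminescence and expressed as % activity.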
# KB-3-1 cytotox = kills parental KB-3-1 adenocarcinoma cells; Potency, µM (titrated, usually from 46.1 µM), inactives show at the highest dose activity change, negative = cytotoxic, most hits filed as cytotoxic; hit rate 1.4% among 400,000; AID 1347075; KB-3-1 viability, CellTiter-Glo ATP luminescence, 72 h; note: potency is the fitted concentration of half-maximal effect; % is set by controls: 0 for no effect and ±100 for the full control effect; nearly all actives have a fitted effect of over 60% in size
#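 Cells are dispensed, compounds pinned in, plates held at 37 °C for 72 h, then CellTiter-Glo is added and luminescence read after 10 minutes. Cell line: parental KB-3-1 in phenol-red-free DMEM, 10% FBS.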
# MCF10A rerep = DNA re-replication induction in MCF 10a cells; MCF 10A DNA re-replication, Hoechst nuclear intensity, 48 h; Potency, µM (doses to about 46.1 µM), without a hit: top-dose activity, positive = re-replication, actives largely listed as activators; hit rate 2.9% among 350,000; AID 624296; note: potency is the fitted concentration of half-maximal effect; % of control where 0% means no effect; nearly all actives have a fitted effect of over 50% in size
# IL1B secr inh = inflammasome signaling inhibition, IL-1 beta readout; hit rate 4.7% among 360,000; THP-1 LPS/ATP IL-1B secretion, AlphaLISA, 16 h; stronger effect = lower value; activity change, % at 57.5 µM; AID 743279; in the data active = activity change below about -50%; inconclusive = mostly about -30% to -49%; note: % is set by controls: 0 for no effect and ±100 for the full control effect
#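 THP-1 cells pretreated 1 hr with compounds (up to 57.5 uM final), then stimulated with LPS (250 ng/mL final) plus ATP (1.25 mM final); secreted IL-1B measured by AlphaLISA after 16 hr, decreased signal indicating inhibition.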
# * marks the source's active call; other numbers are inactive results; ? = inconclusive; . = not tested or not shown; [ ] = remark or other dose. Unless noted, calls come from the whole dose curve; as a rule, active = well fitted curve in the direction sought with a large enough effect; inconclusive = small, poorly fitted or top-dose-only effect, or another doubt; inactive = no such curve, though single readings can be large; an effect the other way counts as inactive or inconclusive. This is a random part of the collection; overall some 12% were active at least once.
structure	ATXN2 expr inh	SW480 rereplic	WRN inhibitor	KB-V1 cytotox	HT1080-NT tox	HT1080 IDH1KD tx	KB-3-1 cytotox	MCF10A rerep	IL1B secr inh
Cc1cccc2cc(CN(CC3CCCO3)C(=S)Nc3ccccc3)c(=O)[nH]c12 (stereo not given)	2%	16%	7%	3.7µM*	-1%	-3%	-18%	?	-30
COC(=O)Nc1cc(C(=O)c2ccc(Cl)cc2Cl)c[nH]1	.	-12%	-12%	28%	1%	6%	2%	-1%	-8
CC(C)Cn1c(=O)c(C(=O)N/N=C/c2cccc(F)c2)c(O)c2ccccc21	-3%	1%	-6%	2.9µM*	-9%	-12%	12µM*	2%	21
Cc1ccc(NC(=S)NCc2ccc3c(c2)cc(C)n3C)c(C)c1	.	-81%[inhibitor]	-13%	?	1%	9%	?	?	-2
Cc1cc2nc(NC(=O)C3(C)CCCN(C(C)C)C3)[nH]c2cc1C (stereo not given)	3%	.	0%	-19%	-20%	-17%	0%	.	26
CC(C)(C)OC(=O)C[C@@H]1C/C=C\C[C@@H](CC(=O)N[C@@H](CO)Cc2ccccc2)C(=O)NC[C@@H](c2ccccc2)OC1=O	-6%	0%	2%	?	-2%	9%	6%	13%	-3
C/C(=N/O)c1ccc(Oc2cnccn2)cc1	-13%[11.3 µM]	-2%	-7%[57.1 µM]	-1%	0%	5%	-3%	0%	36
CN1C(=O)[C@H]2[C@@H](/C=C/c3ccccc3)N3C(=O)CN(Cc4ccccc4)C(=O)[C@@]3(C)[C@H]2C1=O	-1%	1%	-2%	-8%	-13%	6%	-5%	2%	-2
COc1ccc([N+](=O)[O-])cc1N(CC(=O)NC(C(C)C)C(C)C)S(C)(=O)=O	-23%	2%	7%[57.1 µM]	-15%	4%	0%	5%	27%	-7
CC(=O)CCC(=O)NCCc1ccccc1F	3%	0%[9.22 µM]	-5%	0%	-2%	12%	0%	7%	13
Cc1ccc(-c2nc(SCC(N)=O)c(C#N)c3c2CCCC3)cc1	.	-5%	-3%	-29%	-1%	-6%	-11%	10%	-4
CCC1(C)Cc2c(sc3[nH]c(=S)[nH]c(=S)c23)CO1 (stereo not given)	.	3%	9%	9%	7%	8%	2%	-5%	-20
COc1ccccc1C(=O)NN(C)C1=NS(=O)(=O)c2ccccc21	2%	3%	3%[57.1 µM]	29%	0%	5%	13%	7%	-15
CCOc1ccccc1-c1cc(C(=O)N/N=C/c2cccnc2)c2ccccc2n1	40%[activator]	5%	-8%	-9%	-26%	-18%	-19%	17%	-6
CC1CC(C)CN(C(=O)CSc2nc(Cc3cccs3)nc3ccccc23)C1 (stereo not given)	31%[activator]	1%	-27%	?	?	?	-2%	26%	-61*
Cc1ccc(C(=O)NC2CCCCC2)cc1S(=O)(=O)N1CCCC1	29%	-3%	-19%	-8%	3%	0%	-13%	-3%	0
COc1ccc(-c2nc3c(c(SCC(=O)N4CCOCC4)n2)COC(C)(C)C3)cc1	.	-7%	12%	-18%	0%	0%	19%	2%	-13
CC(C)(C)C(C(=O)O)N1CCS(=O)(=O)CC1 (stereo not given)	-8%	5%	-1%	-10%	14%	9%	-14%	-8%	9
COc1cc(OC)c(C(=O)NCCCn2ccnc2)cc1OC	-2%	-8%	3%	4%	11%	10%	9%	-2%	42
Cc1ccccc1OCC(O)Cn1c(NCc2ccco2)nc2c1c(=O)n(C)c(=O)n2C (stereo not given)	-4%	1%	-11%	?	-22%	0%	-17%	15%	19
O=C(COc1ccccc1)NCc1ccc2c(c1)OCO2	39%	-14%	-15%	13%	-4%	6%	2%	?	2
CCN(CC(=O)Nc1ccc(NC(C)=O)cc1)C(=O)c1ccc(N(C)S(=O)(=O)c2ccc(C)cc2)cc1	7%	-9%	-3%	8%	-20%	-14%	16%	19%	9
O=C(CCc1nc2ccccc2[nH]1)N1CCc2ccccc2C1	0%	1%	2%	0%	-9%	1%	-5%	25%	14
CCN(CC)CCCC(C)NC1=NCCCCC1 (stereo not given)	-7%	-8%	4%	41%	13%	19%	-5%	-4%	0
COc1ccc(CN2CCC(n3nccc3NC(=O)c3cccc(F)c3)CC2)cc1O	4%	15%	-20%	.	-7%	-4%	.	2%	0
COc1ccccc1C(=O)COC(=O)C(NC(=O)Cc1ccccc1)C(C)C (stereo not given)	.	-23%	1%	-6%	-3%	0%	0%	14%	19
O=C(O)C1(Nc2ccccc2Cl)CCCC1	2%	-5%	11%	10%	18%	12%	11%	3%	13
C#CCOCCOCCOCCNc1nc(N2CCN(C(=O)[C@H](CCCCN)n3cc(CN)nn3)CC2)nc(N2CCN(C(=O)[C@H](CCC(=O)O)n3cc([C@@H](N)[C@H](C)CC)nn3)CC2)n1	6%	-36%[inhibitor]	-8%	-4%	2%	1%	0%	19%	23
COc1cc(N2CCC(O)CC2)ccc1Nc1nnc(Cl)c(Nc2ccccc2S(C)(=O)=O)n1	-23%	0%	-4%	-28%	?	-16%	-30%	-11%	36
CC(=O)c1ccc(NC(=O)N[C@@H](CC(C)C)C(=O)O)cc1	-3%	-1%[9.22 µM]	0%	10%	9%	6%	13%	-1%	36
O=C(CSc1ccc(Cl)cc1)Nc1ccccc1N1CCN(C(=O)c2ccc(Cl)cc2)CC1	-15%	0%	-10%	-1%	15%	-3%	-25%	6%	?
N#CC1=C(O)C(c2ccccc2)n2c1nc(=O)c1ccccc12 (stereo not given)	2%	-1%	-8%	-2%	0%	4%	-14%	4%	27
CCCC(=O)N(c1ccc2oc(C)c(C(C)=O)c2c1)S(=O)(=O)c1ccc(C)c([N+](=O)[O-])c1	-18%	3%	0%	0%	14%	11%	-7%	-2%	9
COc1ccccc1CN=C1NC(=O)C(CC(=O)Nc2ccc(OC)c(OC)c2)S1 (stereo not given)	1%	-1%	-11%	-13%	-27%	-2%	?	-4%	7
CC(=O)Oc1ccccc1/C=C1\CCOC1=O	7%	-7%	-7%	0%	2%	-1%	14%	-11%	-3
COc1cccc(NC(=O)Cc2nnc(SCC(=O)NC3CCCC3)n2C)c1	-21%	5%	-3%	-3%	-12%	-6%	-7%	6%	-16
NS(=O)(=O)c1ccc(NC(=O)c2ccc(CNS(=O)(=O)c3cc(C(F)(F)F)ccc3Cl)cc2)cc1	.	2%	-7%	0%	-1%	6%	2%	-1%	61
Cc1cccc(OCc2nnc(SCc3cc(=O)n4cc(Br)ccc4n3)o2)c1	-15%	-4%	-5%	-26%	2%	4%	1%	-5%	-1
CCOC(=O)C1CCN(S(=O)(=O)c2ccc(C)c(C)c2)CC1	6%	?	-8%	-13%	13%	13%	15%	5%	5
COCCCN(C(=O)Cc1ccc(Cl)c(Cl)c1)c1c(N)n(Cc2ccccc2)c(=O)[nH]c1=O	6%	-12%	10%	19%	1%	3%	-1%	0%	-5
CC(=O)c1cc2c(cc1NC(=O)CCn1cnnn1)OCO2	16%	-8%	5%[57.1 µM]	0%	14%	8%	13%	0%	8
O=C(O)c1ccc(/C=N/NC(=O)c2ccc3c(c2)OCCO3)cc1	.	-10%	10%	16%	-2%	6%	-3%	?	-9
CCOC(=O)C(C(=O)OCC)N(C#N)c1nc(SC)nc(N(C)C)n1	-7%	2%	-2%[57.1 µM]	12%	1%	-2%	12%	7%	?
Cc1nc2c(C)cccc2c2c1CCN2c1ccccc1F	?	-1%	2%	-2%	-8%	?	1%	?	-76*
Cn1c(Cc2csc(N)n2)nnc1SCC(=O)NCc1ccccc1	-10%	21%	-2%	-10%	?	-27%	0%	?	-3
CS(=O)(=O)Nc1ccc(C(=O)Nc2ccccc2C(=O)N2CCCC2)cc1	4%	-2%	-2%	14%	9%	-1%	-2%	11%	4
O=C(NCc1ccccc1)C(c1cc2ccccc2o1)n1c(=O)c(-c2ccco2)nc2ccccc21 (stereo not given)	.	.	-7%	-21%	-7%	-13%	-5%	.	4
O=C(O)c1sccc1S(=O)(=O)N1CCOCC1	.	-3%	2%	7%	13%	0%	2%	-6%	20
C/C(N)=C(/C#N)C(=O)CSc1nc2ccc(C)cc2[nH]1	24%	0%	-10%	12%	-13%	-4%	-2%	-15%	9
CS(=O)(=O)N1CCC(C(=O)Nc2ccc(F)c(Cl)c2)CC1	7%	9%[9.22 µM]	-27%	?	19%	-1%	25%	?	-15
CCCCCCn1c(CN2CCCC(C)C2)nc2c1c(=O)n(C)c(=O)n2C (stereo not given)	-6%	-3%	-2%	0%	1%	-5%	15%	14%	33
Cc1ccc(C(=O)NC2CCCCCC2)o1	21%	-13%	-1%	3%	-12%	-18%	2%	1%	3
COc1cc(C)c(-c2[nH]ncc2-c2csc(C)n2)c(O)c1	8%	-11%	0%	17%	2%	-2%	7%	-8%	7
Cn1c(=O)c2cc(S(=O)(=O)NC(C(=O)Nc3cccc(F)c3)c3ccccc3)ccc2n(C)c1=O (stereo not given)	28%	-4%	-7%	0%	16%	-1%	-4%	-1%	-1
CCn1c(NC(=O)c2ccccc2)c(-c2cccs2)c(=O)c2ccccc21	-3%	11%	-9%	5%	-14%	-19%	7%	-2%	-1
O=C(CSc1nc2ccc([N+](=O)[O-])cc2[nH]1)c1ccc2ccccc2c1	-12%	?	-15%	1%	?	?	?	?	22
